# CSN deneddyl inh: inhibitors of CSN-mediated cullin deneddylation, primary screen, biochemical, fluorescence polarization, uHTS; Purified CSN, SCF-Nedd8-OG deneddylation; inhibition, % at 12.5 µM; AID 651999, 2013; COP9 signalosome complex subunit 5 (Homo sapiens), Q92905; 360,000 tested, 0.38% active;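 active means pattern-corrected inhibition above about 35%, with an unprinted fluorescence ratio check between 0.5 and 1.5, limit read from the data, passing the limit was not always enough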;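 further: 0% = enzyme with substrate and 100% = substrate without enzyme; some results filed as inactive read as strong as hits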
# Target sequence (Q92905 whole entry, looked up, one chain of several): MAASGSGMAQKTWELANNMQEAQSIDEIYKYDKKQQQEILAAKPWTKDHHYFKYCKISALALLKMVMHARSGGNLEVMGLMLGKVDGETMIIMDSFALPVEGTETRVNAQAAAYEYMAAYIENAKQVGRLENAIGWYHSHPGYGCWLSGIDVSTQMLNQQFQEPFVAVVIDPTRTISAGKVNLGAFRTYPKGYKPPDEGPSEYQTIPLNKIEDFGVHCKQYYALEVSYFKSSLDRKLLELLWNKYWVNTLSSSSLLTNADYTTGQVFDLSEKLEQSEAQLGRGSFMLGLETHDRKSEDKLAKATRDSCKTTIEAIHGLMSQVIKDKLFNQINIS
#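 Test system: purified human Csn5 enzyme expressed in HEK293T cells. Amount: 0.24 nM enzyme. Reagent: SCFSkp2-Nedd8OG substrate at 10 nM final. Schedule: 90 min incubation of compound, enzyme and substrate at room temperature. Detection: fluorescence polarization. Read-out: % inhibition of substrate cleavage by Csn5.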
# SUMO1 PPI mod: modulators of SUMO1 protein-protein interactions, primary screen, biochemical, uHTS. AID 602429, 2012. 360,000 tested, 0.33% active. SUMO1 binding to a labelled peptide, TR-FRET, 1 h. inhibition, % at 20 µM; in the data active means inhibition above about 37%
# Target sequence (P63165 whole entry, looked up): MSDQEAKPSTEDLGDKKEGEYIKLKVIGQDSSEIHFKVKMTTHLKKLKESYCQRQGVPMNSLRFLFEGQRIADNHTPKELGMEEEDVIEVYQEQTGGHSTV
# Rpn11 inh: Rpn11 (PSMD14) deubiquitinase inhibitors, primary screen, biochemical, fluorescence polarization, uHTS | human 26S proteasome, Ub4-pepOG fluorescence polarization; 20S core pre-blocked with epoxomicin | 26S proteasome non-ATPase regulatory subunit 14 (Homo sapiens), O00487 | AID 588493, 2011 | 360,000 tested, 0.59% active | calls only at 20 µM;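 active means inhibition at 20 µM, scaled to each plate's controls, above about 33%, limit read from the data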
# Target sequence (O00487 whole entry, looked up): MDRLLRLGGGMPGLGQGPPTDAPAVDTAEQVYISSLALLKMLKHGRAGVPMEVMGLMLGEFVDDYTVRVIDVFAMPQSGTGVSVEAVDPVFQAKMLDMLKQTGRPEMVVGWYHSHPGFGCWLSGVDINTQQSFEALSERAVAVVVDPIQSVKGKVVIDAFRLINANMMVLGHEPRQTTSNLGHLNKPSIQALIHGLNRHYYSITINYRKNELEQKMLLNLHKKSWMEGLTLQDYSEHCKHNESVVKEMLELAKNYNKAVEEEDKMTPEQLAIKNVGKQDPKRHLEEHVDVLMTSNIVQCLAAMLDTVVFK
# MsrA inh: bovine MsrA enzyme inhibitors, primary screen, biochemical, absorbance, HTS. Methionine sulfoxide reductase A (Bos taurus). purified bovine MsrA, absorbance read-out. inhibition, % at 15.5 µM. 360,000 tested, 0.75% active. AID 651718, 2012; in the data active means inhibition above about 4.5%;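 further: 0% = vehicle wells with enzyme and 100% = reference inhibitor wells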
# STEP inh: STEP phosphatase inhibitors, primary screen, biochemical, fluorescence intensity, uHTS; Tyrosine-protein phosphatase non-receptor type 5 (Homo sapiens), P54829; recombinant STEP, OMFP fluorogenic substrate; 360,000 tested, 0.25% active; inhibition, % at 20 µM;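 active means inhibition at 20 µM, scaled per plate between control wells, above about 37%, limit read from the data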;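 further: 0% = DMSO with enzyme and substrate and 100% = substrate only without enzyme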
#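 medium = Bis-Tris buffer pH 6.0, 2.5 mM DTT, 0.005% Tween 20 | test system = STEP (striatal-enriched tyrosine phosphatase) enzyme, cell-free | measure = normalized % inhibition | compound dosing = 20 µM, 1% DMSO | also added = 25 µM OMFP | schedule = reaction 20 min, ambient temperature | measured by = fluorescence read at 480 nm ex / 540 nm em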
# Scp-1 inhibitor: Scp-1 phosphatase inhibitors, primary screen, biochemical, colorimetric, uHTS | Carboxy-terminal domain RNA polymerase II polypeptide A small phosphatase 1 (Homo … | Recombinant Scp1, phosphopeptide, malachite green phosphate absorbance | inhibition, % at 20 µM | 340,000 tested, 0.88% active;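 active means inhibition above about 50% at 20 µM, limit read from the data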;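 further: plate controls were DMSO wells with enzyme for no effect and wells lacking enzyme for full effect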
# Target sequence (Q9GZU7 76-261 limits assumed): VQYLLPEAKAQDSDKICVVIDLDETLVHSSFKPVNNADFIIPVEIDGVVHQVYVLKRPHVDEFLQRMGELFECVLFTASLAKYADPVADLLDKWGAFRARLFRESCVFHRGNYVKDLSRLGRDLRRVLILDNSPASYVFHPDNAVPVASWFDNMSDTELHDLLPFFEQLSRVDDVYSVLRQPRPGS
#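 Assay system: SCP-1 catalytic fragment, aa 76-261 | Buffer or medium: Tris acetate buffer pH 5.5 with MgCl2 and Tween-20 | Compound: One concentration, 20 µM, with 1.0% DMSO | Also added: Phospho 17-mer peptide substrate | Signal: Absorbance at 630 nm | Incubation: 45 min enzyme reaction at room temperature | Measure: % inhibition of SCP-1 phosphate liberation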
# DNMT1 block: human DNMT1 methyltransferase inhibitors, primary screen, biochemical, molecular beacon, fluorescence, HinP1I cleavage, uHTS; DNA (cytosine-5)-methyltransferase 1 (Homo sapiens), P26358; inhibition (reported as % activation of signal), % at 10 µM; 360,000 tested, 0.83% active; AID 588458, 2011; in the data active means inhibition above about 50%
# Tb MetRS inh: T. brucei MetRS inhibitors, primary screen, biochemical, luminescence; 360,000 tested, 0.4% active; purified T. brucei MetRS, ATP depletion, Kinase-Glo luminescence; methionyl-tRNA synthetase (Trypanosoma brucei brucei); inhibition, % at 11.9 µM;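 active means inhibition above a per-plate cutoff of the control wells' mean inhibition plus 3 SD, cut at about 5.5% in these data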;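 further: 0% = DMSO wells median and 100% = median of wells with control inhibitor compound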
#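 Material: T. brucei methionyl-tRNA synthetase, purified; reagent: substrates ATP, L-methionine and bulk Escherichia coli tRNA; dosing: 11.9 µM single point; timing: 15 min plus 2 h at 25 °C; detection: luminescence of leftover ATP; evaluation: % inhibition; control set: DMSO-only wells as low control; replicates: singlicate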
# LMPTP inh: LMPTP phosphatase inhibitors, primary screen, biochemical, fluorescence intensity, uHTS; inhibition, % at 20 µM; 360,000 tested, 0.22% active; recombinant LMPTP-A, OMFP fluorogenic substrate; Low molecular weight phosphotyrosine protein phosphatase (Homo sapiens), P24666; AID 651560, 2012;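 active means compounds that cut the enzyme signal by at least half of the control window in the single-dose screen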;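 further: plate controls were DMSO wells with enzyme plus substrate for no effect and substrate without enzyme for full effect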
#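 material = LMPTP-A | quantity = 0.625 nM enzyme | reagent = OMFP substrate, 400 µM final | buffer or medium = Bis-Tris pH 6.0, DTT, detergent | detection = endpoint fluorescence intensity from OMFP dephosphorylation | dosing = single 20 µM dose | read-out basis = % inhibition relative to no-enzyme and uninhibited control wells | control set = no-enzyme and uninhibited controls | timing = 50 min at room temperature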
# NadD block: inhibitors of S. aureus NadD, primary screen, biochemical, colorimetric, uHTS. Nicotinate-nucleotide adenylyltransferase NadD (Staphylococcus aureus N315). purified NadD enzyme, colorimetric absorbance read-out. inhibition, % at 20 µM. 360,000 tested, 0.78% active. AID 602399, 2012; in the data active means inhibition above about 26%; further: some compounds past the cut are filed as inactive
# An asterisk follows results filed as active; i = inactive; . = no result given.
[1] Cc1ccc(C(=O)COC(=O)CN2C(=O)C3C4CCC(C4)C3C2=O)cc1C (configuration not stated)
[2] CCCS(=O)(=O)NC(=O)C1(C)CCN1C(=O)Cc1ccc(Cl)cc1Cl (configuration not stated)
[3] O=C(CC(C(=O)O)c1cccc(Cl)c1)c1ccccc1 (configuration not stated)
[4] S=c1[nH]nc(-c2cccnc2)n1C1CCCCC1
[5] O=C(NCc1ccccc1)c1ccc(S(=O)(=O)N2CCCC2)cc1
[6] COC(=O)Cn1c(C)nc2ccccc21
[7] Cc1cc(=O)oc2c(N)c(O)ccc12
[8] c1cncc(-c2nc3ccccc3s2)c1

assay / entry,1,2,3,4,5,6,7,8
STEP inh,1,4,-1,-1,1,-4,0,0
Scp-1 inhibitor,-5,.,-13,-2,-8,-11,-12,-1
NadD block,-5,7,0,1,0,-1,-5,-1
SUMO1 PPI mod,2,-4,0,-1,2,4,-12,48*
CSN deneddyl inh,5,-6,2,-5,4,0,-5,-1
Rpn11 inh,i,i,i,i,i,i,i,i
Tb MetRS inh,-0.4,-0.1,0.0,-0.3,-0.6,-0.7,-0.7,-0.7
MsrA inh,-0.4,0.8,0.9,-1.1,-1.7,-1.3,2.1,-1.8
DNMT1 block,0,-1,7,2,1,-2,0,2
LMPTP inh,1.0,-0.7,0.0,-0.9,-0.1,-0.7,0.6,0.4

# Reprinted from the part before: 4 entries; new compounds follow.
[5] O=C(NCc1ccccc1)c1ccc(S(=O)(=O)N2CCCC2)cc1
[6] COC(=O)Cn1c(C)nc2ccccc21
[7] Cc1cc(=O)oc2c(N)c(O)ccc12
[8] c1cncc(-c2nc3ccccc3s2)c1
[9] COc1ccc(Nc2nc(NC(C)C)nc3ccsc23)cc1OC
[10] CC(C)(C)C(=O)NC(C(N)=O)=C(Cl)Cl
[11] O=C(NC1CCCC1)c1cccc(S(=O)(=O)N2CCCC2)c1
[12] COc1ccc(S(=O)(=O)N(C)[C@H]2C[C@H]3c4cc(N5CCN(C)CC5)ccc4CCN3C(=O)[C@H]2[C@H](C)O)cc1
[13] CN(C(=O)c1ccc(NC(=O)Cc2ccc(NC(=O)C3CCCN(S(=O)(=O)c4cccc([N+](=O)[O-])c4)C3)cc2)cc1)C1CCCC1 (configuration not stated)
[14] OC(COCc1ccccc1)COCc1ccccc1
[15] CSc1nc(Oc2ccc(F)cc2)c2ccccc2n1
[16] Cn1c(=O)c2cc(NC(=O)CCc3ccccc3)ccc2n1Cc1cccc(C(F)(F)F)c1

assay / entry,5,6,7,8,9,10,11,12,13,14,15,16
STEP inh,1,-4,0,0,4,2,-1,2,2,-2,4,-1
Scp-1 inhibitor,-8,-11,-12,-1,.,-8,-1,.,12,8,6,.
NadD block,0,-1,-5,-1,3,-2,1,-8,21,1,-1,-5
SUMO1 PPI mod,2,4,-12,48*,7,0,-2,0,-6,14,-3,-4
CSN deneddyl inh,4,0,-5,-1,-5,2,-1,-2,2,0,6,7
Rpn11 inh,i,i,i,i,i,i,i,i,i,i,i,i
Tb MetRS inh,-0.6,-0.7,-0.7,-0.7,-0.2,-0.1,-0.4,-1.8,-2.5,-0.5,-0.7,0.0
MsrA inh,-1.7,-1.3,2.1,-1.8,2.8,-0.2,0.0,0.7,0.0,0.7,1.9,1.7
DNMT1 block,1,-2,0,2,-3,4,5,-2,-12,2,0,-1
LMPTP inh,-0.1,-0.7,0.6,0.4,48,-1.2,-2.8,-0.1,-0.2,-0.1,0.2,1.2

[17] Cc1cccc(N2CCN(C(=O)c3nn(C)c4c3CS(=O)(=O)c3ccccc3-4)CC2C)c1 (configuration not stated)
[18] CCn1cnc2c1c(=O)n(CC(=O)NCC(F)(F)F)c(=O)n2Cc1ccccc1
[19] COc1cc(C2C3=C(CCCC3=O)Nc3c2c(C)nn3-c2cccc(C)c2)cc(OC)c1O (configuration not stated)
[20] CCOc1ccc(C(=O)NCC(c2cccs2)N(C)C)cc1OCC (configuration not stated)
[21] CC1(c2ccc(Cl)cc2)NC(=O)N(CC(=O)NCc2ccc(F)cc2)C1=O (configuration not stated)
[22] CCOc1ccc(N(C(C)C(=O)N2CCCCCC2)S(C)(=O)=O)cc1 (configuration not stated)
[23] CC1CCCCN1C(=O)CSc1nc(N)nc(N)n1 (configuration not stated)
[24] CN1C(=O)/C(=C2\SC(N3CCCCCC3)=NC2=O)c2ccccc21

assay / entry,17,18,19,20,21,22,23,24
STEP inh,0,-5,2,2,3,-1,-2,0
Scp-1 inhibitor,0,-1,3,-1,-2,-9,8,20
NadD block,0,-7,-3,-2,-4,4,-5,6
SUMO1 PPI mod,1,-1,11,2,2,4,4,-24
CSN deneddyl inh,4,2,0,-3,2,-3,2,2
Rpn11 inh,i,i,i,i,i,i,i,i
Tb MetRS inh,-0.9,-0.3,-0.8,0.6,-0.2,0.3,-0.7,-1.3
MsrA inh,1.2,0.8,0.1,0.0,0.9,-0.6,0.6,0.7
DNMT1 block,0,-2,-2,-3,0,-2,4,-1
LMPTP inh,0.6,-0.7,11,-1.1,-0.6,-1.8,-1.5,2.9

[25] COc1ccc(C(=O)OCC(=O)c2ccc(CNC(C)=O)s2)cc1
[26] COc1ccc(C2=NN(C(=O)c3ccco3)C(c3cccs3)C2)cc1OC (configuration not stated)
[27] NC(=O)CSc1nnnn1-c1cccc(Cl)c1
[28] COc1ccccc1N1CCN(C(=O)CN(C)S(=O)(=O)c2ccc(C)cc2)CC1
[29] O=C(COC(=O)CN1C(=O)NC2(CCCC2)C1=O)Nc1ccc(C(F)(F)F)cc1[N+](=O)[O-]
[30] COc1cc(SC)ccc1C(=O)Nc1cc(C)c(OCC(=O)N2CCOCC2)c(C)c1
[31] COc1ccccc1C(=O)COC(=O)c1cc(S(=O)(=O)N2CCCCC2)ccc1N1CCOCC1
[32] CC(C)OCCCn1c(=N)c(C(N)=S)cc2c(=O)n3ccccc3nc21

assay / entry,25,26,27,28,29,30,31,32
STEP inh,0,1,-5,0,2,-1,2,2
Scp-1 inhibitor,-4,.,-10,.,-7,-1,2,-4
NadD block,-4,-5,-1,-4,-1,-2,-2,26*
SUMO1 PPI mod,-4,-13,3,2,-30,5,-24,-11
CSN deneddyl inh,-5,-2,-1,-4,-2,0,-3,-1
Rpn11 inh,i,i,i,i,i,i,i,i
Tb MetRS inh,-0.5,0.1,-0.3,0.0,-0.4,-0.5,-0.5,-0.9
MsrA inh,-0.6,2.7,-0.9,-1.4,-0.4,1.4,0.7,1.6
DNMT1 block,-4,4,0,5,0,5,0,64*
LMPTP inh,1.1,-0.6,-1.0,-1.1,-1.1,-0.9,1.6,19

[33] COc1ccc(S(=O)(=O)N2CCCC2C(=O)Nc2nccs2)cc1 (configuration not stated)
[34] CC(=O)c1ccc(-c2ccc(-c3cc(=O)oc4c(C(C)C)ccc(C)c34)cc2)cc1
[35] Cc1cccc(NC(=O)[C@@H]2CCCN2C(=O)OC(C)(C)C)c1C
[36] CCOc1ccccc1Nc1nnc(SCC(=O)NC(Cc2c[nH]c3ccccc23)C(=O)O)s1 (configuration not stated)
[37] O=C(CN1CCN(Cc2ccccc2)CC1)Nc1nc2ccccc2s1
[38] Cc1ccc2c(c1)C(=O)C(=O)N2CCOc1ccccc1
[39] CCN(CC)S(=O)(=O)c1ccc2oc(C(=O)N3CCCCCC3)c(C)c2c1
[40] O=C(Oc1cc(=O)oc2ccccc12)c1cccnc1Cl

assay / entry,33,34,35,36,37,38,39,40
STEP inh,0,4,-1,3,-3,5,2,-3
Scp-1 inhibitor,-2,-1,-3,3,-13,-14,0,-6
NadD block,-4,-9,-10,7,-7,-2,5,-2
SUMO1 PPI mod,1,0,-3,20,2,-27,-6,0
CSN deneddyl inh,-7,-4,0,6,-1,2,6,11
Rpn11 inh,i,i,i,i,i,i,i,i
Tb MetRS inh,-1.5,-2.4,-0.1,0.1,-1.2,0.1,-1.3,-1.0
MsrA inh,0.2,0.2,1.5,0.1,-2.0,0.8,0.1,2.9
DNMT1 block,1,10,-1,-4,-2,5,-1,6
LMPTP inh,-0.2,4.6,-1.4,0.1,-1.4,2.7,-0.6,-0.5

[41] Cc1cc(=O)n2nc(N3CCCC(C(=O)NC(C)c4ccccc4)C3)sc2n1 (configuration not stated)
[42] COc1cccc(-n2c(C)nc3c(cnn3-c3ccc(Cl)cc3)c2=O)c1
[43] CCCCNC(=O)CSc1nnc(-c2c[nH]c3ccccc23)n1CC1CCCO1 (configuration not stated)
[44] COc1ccc(C(=O)/C=C/c2cccs2)c(OC(=O)N2CCOCC2)c1
[45] NC(=O)C1CCN(C(=O)CN2CCc3ccccc32)CC1
[46] NC(=O)CC(NC(=O)Cc1cccc2ccccc12)c1ccc(NC2CCCCCCC2)c([N+](=O)[O-])c1 (configuration not stated)

assay / entry,41,42,43,44,45,46
STEP inh,5,2,-1,1,-2,3
Scp-1 inhibitor,-6,-10,-2,-8,0,0
NadD block,-1,0,1,-1,4,7
SUMO1 PPI mod,-2,1,0,-11,-5,0
CSN deneddyl inh,4,1,-3,7,3,4
Rpn11 inh,i,i,i,i,i,i
Tb MetRS inh,0.4,-0.2,-0.6,-0.2,-2.1,-0.2
MsrA inh,0.7,-1.8,.,4.2,0.8,1.0
DNMT1 block,0,-3,-1,-1,-7,60*
LMPTP inh,-2.1,0.8,-0.8,-0.2,0.7,1.4

# High-throughput results (PubChem)
